# Y pestis TopoI: Y. pestis Topo-I inhibition via cleavage products; Y. pestis Topo-I cleavage product accumulation, plate reader; activity, % at 10 µM; actives 0.064% (n = 360,000); AID 504884; in the data active = activity above about 50%, passing the limit was not always enough; inconclusive = no clear call, values can overlap the other calls; note: inactives centre near 2
# FadD28 FP inh: inhibitors of Mycobacterium tuberculosis FadD28 bisubstrate binding; inhibition, % at 12.5 µM; actives 0.22% (n = 360,000); AID 588549; FadD28 bisubstrate probe binding, fluorescence polarization; in the data active = inhibition above about 8.5%, passing the limit was not always enough; inconclusive = no clear call, values can overlap the other calls
# PrPC TRFRET: reduces human prion protein on the cell surface; P04156; cell surface PrPC, TR-FRET read-out; inhibition, % at 13.8 µM; actives 0.43% (n = 370,000); in the data active = inhibition above about 24%; note: 0% = median of the test wells and 100% = reference compound wells
# PfHsp40 yeast: rescue of PfHsp40-mediated yeast toxicity; actives 0.68% (n = 340,000); S. cerevisiae expressing PfHsp40, growth rescue, ATP luminescence; growth rescue, % at 12.5 µM; in the data active = growth rescue above about 28%, passing the limit was not always enough; inconclusive = no clear call, values can overlap the other calls;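 note: yeast W303a lacking pdr1 and pdr3 grown in galactose medium; growth measured after three days at 30 °C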
# TcdB GH inh: inhibitors of Clostridioides difficile toxin B glycohydrolase; P18177; TcdB glycohydrolase enzymatic assay, plate reader; inhibition, % at 9.99 µM; actives 0.24% (n = 350,000); AID 652162; in the data active = inhibition above about 10%
# BoNT F protease: blocks Botulinum neurotoxin F light chain protease; actives 0.22% (n = 360,000); Multiplex microsphere protease cleavage assay, flow cytometry; inhibition, % at 10 µM; in the data active = inhibition above about 35%, passing the limit was not always enough; inconclusive = no clear call, values can overlap the other calls; note: plate controls were buffer without enzyme for full effect and enzyme alone for no effect
# Anthrax LF inh2: inhibitors of Bacillus anthracis lethal factor protease; P15917; multiplex microsphere protease cleavage assay, LF; inhibition, % at 10 µM; actives 0.12% (n = 360,000); note: plate controls were buffer without enzyme for full effect and enzyme alone for no effect
# Target sequence (P15917 whole entry, looked up): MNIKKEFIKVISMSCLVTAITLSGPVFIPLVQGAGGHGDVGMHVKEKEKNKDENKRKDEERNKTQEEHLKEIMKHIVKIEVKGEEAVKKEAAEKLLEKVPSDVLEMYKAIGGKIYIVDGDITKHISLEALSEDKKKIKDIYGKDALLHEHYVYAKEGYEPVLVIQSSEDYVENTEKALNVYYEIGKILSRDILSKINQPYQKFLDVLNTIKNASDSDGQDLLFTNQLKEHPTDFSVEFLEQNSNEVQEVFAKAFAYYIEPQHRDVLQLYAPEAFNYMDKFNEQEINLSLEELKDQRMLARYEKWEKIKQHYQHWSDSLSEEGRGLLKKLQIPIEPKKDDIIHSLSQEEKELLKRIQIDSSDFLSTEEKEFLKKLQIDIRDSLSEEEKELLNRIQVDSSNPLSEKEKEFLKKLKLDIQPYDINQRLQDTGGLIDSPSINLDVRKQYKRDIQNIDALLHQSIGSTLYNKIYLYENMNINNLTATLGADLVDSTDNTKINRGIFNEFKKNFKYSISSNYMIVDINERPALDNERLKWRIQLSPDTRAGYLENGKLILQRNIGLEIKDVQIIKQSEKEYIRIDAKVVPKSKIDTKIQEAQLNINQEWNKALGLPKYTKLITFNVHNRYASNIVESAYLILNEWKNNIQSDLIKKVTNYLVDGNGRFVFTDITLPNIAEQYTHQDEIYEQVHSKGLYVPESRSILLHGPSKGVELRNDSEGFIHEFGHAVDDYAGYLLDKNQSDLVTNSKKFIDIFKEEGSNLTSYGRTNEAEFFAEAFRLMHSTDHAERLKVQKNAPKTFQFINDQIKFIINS
# CCHF vOTU inh: blocks the CCHF virus ovarian tumor domain protease; AID 651958; actives 0.55% (n = 370,000); inhibition, % at 11.5 µM; CCHFV vOTU protease, Pep-AMC fluorescence; in the data active = inhibition above about 30%; note: 0% = vehicle wells with enzyme and 100% = no enzyme wells
# BoNT-A LC inh2: blocks Botulinum neurotoxin A light chain protease | multiplex microsphere protease substrate cleavage, flow cytometry | inhibition, % at 10 µM | actives 0.17% (n = 360,000); note: plate controls were buffer without enzyme for full effect and enzyme alone for no effect
# Numbers without * were called inactive; u = inconclusive; x = not tested or not shown. Cut-off read from the data, not from the text of the source, unless noted: active = inhibition above about 30%; inconclusive = no clear call, values can overlap the other calls; inactive = below that.
No.	structure	Y pestis TopoI	FadD28 FP inh	PrPC TRFRET	PfHsp40 yeast	TcdB GH inh	BoNT F protease	Anthrax LF inh2	CCHF vOTU inh	BoNT-A LC inh2
1	CCN(C(=O)COC(=O)c1ccccc1SCC(=O)NC1CCCCCCC1)C1CCS(=O)(=O)C1 (stereo not drawn)	22	-3.4	0	0.5	x	-6	1	7	-1.0
2	C=CCn1c(SCc2cc(C(C)=O)ccc2OCC)nc2ccccc2c1=O	28	-1.7	9	-0.9	1.6	-11	-5	0	-1.0
3	COc1cccc(C(=O)OCC(=O)N2CCc3ccccc32)c1OC	1	0.0	1	-0.3	0.5	10	2	-4	3.4
4	CCOC(=O)C1CCCN(S(=O)(=O)c2c(C)[nH]c(C)c2C(=O)N2CCCC2)C1 (stereo not drawn)	2	-3.1	-3	0.2	1.6	-1	-2	-2	-1.1
5	CCCC(=O)Oc1c(S(=O)(=O)c2ccc(C)cc2)c(C)nn1C(C)(C)C	0	-2.0	8	1.3	-0.6	-5	5	-2	0.2
6	O=c1c(NCCc2ccc(Cl)cc2)c(-c2ccccc2)c1=O	-2	-2.7	-2	0.1	-0.3	10	-7	-6	-0.6
7	Cc1cnc(NC(=O)Cc2c[nH]c3ccccc23)s1	3	-0.9	-2	1.2	3.6	0	-2	-2	2.2
8	CCCOc1ccccc1NC(=O)Nc1ccccc1Cl	4	1.9	4	-1.9	1.2	0	0	-1	0.2
9	COc1ccc(CCNC(=O)CSc2ccccn2)cc1	1	-3.8	-7	-0.5	1.3	-2	-1	-5	-0.1
10	COc1ccc(CNC(=O)C2CCCN(S(=O)(=O)c3c(C)n[nH]c3C)C2)cc1 (stereo not drawn)	3	-2.3	-6	0.3	x	-4	6	2	-2.0
11	Fc1cccc(NC(=S)NCc2ccccn2)c1	-3	-1.7	2	-0.1	0.9	-4	-1	-4	-0.3
12	O=C1NCCOC(=O)[C@@H](Cc2ccc(F)cc2)CC/C=C/C[C@@H]1CC(=O)N(CCO)Cc1ccccc1	19	-3.7	-2	0.1	0.7	-1	-8	-7	0.4
13	COc1ccc(C(=O)OCC(=O)NCC2CCCCC2)c(OC)c1	-4	-3.5	-1	1.9	0.4	2	9	10	2.8
14	C=CCNC(=O)/C(=C\c1cccc([N+](=O)[O-])c1)NC(=O)c1ccccc1	0	-0.1	-24	0.2	1.6	-4	2	-11	-0.3
15	CCOC(=O)c1sc(=NC(=O)COc2ccccc2)n(C)c1C	10	2.2	-1	-0.3	1.3	-3	-4	4	-0.9
16	Cc1ccc(NC(=O)C(C)SCc2nc3sc4c(c3c(=O)[nH]2)CCCC4)nc1 (stereo not drawn)	6	0.5	6	3.2	3.1	u	u	5	u
17	CCN(CC)c1ccc(/C=N/N2CCN(c3ccccc3OC)CC2)cc1	-12	1.5	8	0.4	-13	12	-11	12	-3.3
18	CC1CCCC(NC(=O)CN2C(=O)NC(c3ccccc3)(c3ccccc3)C2=O)C1C (stereo not drawn)	9	-3.2	15	2.4	-4.9	-5	-5	14	-1.8
19	Cc1c(Cl)cccc1NC(=O)NCc1ccc(F)cc1	3	1.1	0	-0.6	0.3	0	1	-12	-0.5
20	CCCn1c2ccccc2c2cnn(CC(=O)NC3CCN(Cc4ccccc4)CC3)c(=O)c21	18	-3.9	-3	1.4	0.9	3	-2	12	-0.2
21	COc1ccc(/C=C(/NC(=O)c2ccc(Br)o2)C(=O)Nc2cccc(C(=O)O)c2)cc1	7	0.3	0	x	-1.1	3	1	20	0.0
22	N#CCC(=O)NN1Cc2ccccc2C1=N	6	-4.8	3	0.2	-0.7	4	-1	-10	0.0
23	CC(C)N1CCC2(CC1)Oc1ccc(Br)cc1C1CC(c3cccnc3)=NN12 (stereo not drawn)	6	-2.4	-4	1.0	0.3	-3	0	-2	-0.1
24	CN(C(=O)CSc1nc2ccccc2s1)c1c(N)n(Cc2ccccc2)c(=O)[nH]c1=O	15	-0.6	-6	-0.8	1.1	-6	0	-4	-1.0
25	CN(c1ccccc1)S(=O)(=O)c1ccc(C(=O)NCC2CCCO2)cc1 (stereo not drawn)	6	-2.6	1	-0.5	x	-13	-2	0	-0.8
26	CCOC(=O)c1sc2nc(C)nc(Nc3ccccc3)c2c1C	-3	-0.2	3	1.4	1.6	-2	-2	4	-1.3
27	COc1cc(/C=C2/N=C(c3ccccc3F)OC2=O)cc(Cl)c1OS(C)(=O)=O	1	-4.2	-5	0.9	0.5	-3	-6	1	-1.2
28	Cn1c(SCc2cccc(Br)c2)nnc1-c1ccncc1	3	0.2	4	8.5	2.5	-2	8	19	-0.8
29	C/C(=N\NC(=O)CSc1nc(C)cc(C)n1)c1cccs1	-3	-2.8	-4	-0.4	0.4	-7	0	3	-0.3
30	O=C(COC(=O)C1CC(O)CN1S(=O)(=O)c1ccc(Cl)cc1)c1ccccc1 (stereo not drawn)	-3	-2.6	3	-0.4	0.9	-1	1	-5	0.6

# (further entries)
No.	structure	Y pestis TopoI	FadD28 FP inh	PrPC TRFRET	PfHsp40 yeast	TcdB GH inh	BoNT F protease	Anthrax LF inh2	CCHF vOTU inh	BoNT-A LC inh2
31	Cc1ccc(-c2csc3ncnc(N4CCc5ccccc5C4)c23)cc1	21	-4.4	-6	0.1	x	6	0	-17	1.5
32	O=C(CSc1nc2c(sc3ccccc32)c(=O)n1Cc1ccco1)NCC1CCCO1 (stereo not drawn)	1	-3.3	1	0.3	x	17	1	6	-0.2
33	O=C(NCCN1CCCCCC1)c1ccc(CS(=O)(=O)c2ccc(Br)cc2)o1	-4	-4.0	x	1.4	x	-29	-2	x	0.4
34	Cc1nc(SCC(=O)N2CCNC2=O)c2ccccc2n1	6	-0.8	16	-0.2	1.5	-3	-4	17	0.2
35	COc1cccc(N2CCN(CC(=O)NCc3cccs3)CC2)c1	10	-3.9	1	-0.6	x	-2	0	-5	0.2
36	COc1cc(C(C2C(=O)CC(C)(C)CC2=O)C2C(=O)CC(C)(C)CC2=O)ccc1O	-4	-3.1	0	-0.7	1.3	11	0	1	-3.1
37	CCS(=O)(=O)Nc1ccc(C(=O)CC2(O)C(=O)Nc3ccc(Br)cc32)cc1 (stereo not drawn)	-4	-2.0	-9	-0.8	x	0	-1	1	-0.4
38	COc1ccc(N2CCN(C(CNC(=O)C(=O)NCc3cccnc3)c3ccco3)CC2)cc1 (stereo not drawn)	12	-4.4	-1	0.0	-1.9	6	-14	-4	0.5
39	COc1ccccc1Nc1nc2cc(C)ccc2cc1C#N	6	-3.4	4	-0.9	1.2	2	-7	-4	-0.7
40	COc1ccccc1N(CC(=O)NCc1ccco1)S(C)(=O)=O	0	0.1	5	-0.9	1.9	4	-4	10	0.2
41	O=C(CC(=O)c1ccccn1)c1ccccc1	7	-0.1	1	-1.2	0.0	1	-3	2	0.1
42	O=C(Nc1ccc(N2CCOCC2)c(Cl)c1)c1cccnc1	-4	-4.2	-4	-2.4	x	-1	-1	15	-0.6
43	c1ccc2c(c1)[nH]c1nc3nncn3nc12	2	-1.8	-51	0.0	0.1	-8	-3	7	-1.0
44	CCOC(=O)c1cnc(N)nc1-c1ccccc1	-5	-1.1	-2	-1.4	1.4	1	-8	-7	-0.1
45	COC(=O)c1nn(-c2nc(-c3cccc(OC)c3)cc(C(F)(F)F)n2)cc1[N+](=O)[O-]	0	-2.2	-4	-1.5	1.2	-5	-1	5	-0.1
46	O=C(O)c1ccccc1C(=O)N1CCN(C(=O)c2ccccc2Cl)CC1	-3	-1.4	-8	-0.2	1.4	-4	2	-12	-0.5
47	CCc1c(O)c(/C(C)=N\O)c(=O)n(-c2ccccc2)c1-c1ccccc1	2	-1.5	3	0.1	x	0	-4	7	-0.2
48	O=C(O)CCNC(=O)/C(=C\c1ccco1)NC(=O)c1ccco1	2	-2.5	2	-0.7	-1.1	u	-14	-9	-1.6
49	Cc1ccc(Nc2c(-c3ccc(C)o3)nc3ncccn23)cc1	9	-2.8	-8	0.0	3.4	-3	-11	-2	-1.0
50	CCOc1ccccc1C1C(C#N)=C(SCC(=O)OC)NC(=O)C1C(=O)OC (stereo not drawn)	9	-0.1	4	2.2	x	-3	0	2	0.4
51	COc1ccc(NC(=O)CCCN2C(=O)CN(C)C2=O)c(OC)c1	-2	-0.9	1	0.1	0.6	-55	-40	2	-0.3
52	CCCCOc1ccc(C2(C)CC(=O)NC2=O)cc1 (stereo not drawn)	-5	0.1	6	0.9	x	-8	1	2	0.3
53	Cc1cc(NC(=O)c2cnn3c(C(F)F)cc(C4CC4)nc23)no1	-5	-3.4	8	0.3	x	20	-2	3	0.9
54	Cc1cc2ccccn2c1C(=O)c1cccc(F)c1	0	-3.4	-9	-1.2	-0.2	11	12	1	-0.6
55	COc1ccc(S(=O)(=O)NC(CC(C)C)C(=O)NC(C)c2cccs2)cc1 (stereo not drawn)	-1	0.0	-5	0.2	1.5	-17	1	5	-6.0
56	O=C(Nc1ccccc1F)c1ccc2snnc2c1	3	-0.2	-42	-0.4	2.0	-4	-5	11	1.7
57	O=C(C1CCN(S(=O)(=O)c2cccc3cccnc23)CC1)N1CCn2c1nc1ccccc12	26	-0.2	-6	0.7	-0.9	-6	-4	1	-0.2
58	CCC(C)[C@H](NC(=O)OC(C)(C)C)C(=O)N/N=C/c1ccc2cc(OC)ccc2n1 (stereo partly drawn)	10	-4.1	-3	0.1	x	0	1	-7	0.5
59	COC(=O)c1ccccc1NC(=S)NC(=O)C1CC1	6	-4.3	3	-2.4	-0.3	-9	0	-6	-1.2
60	COc1cc(CC(=O)OCC(=O)NC2CCCCC2)cc(OC)c1OC	-12	-5.9	-3	0.1	0.2	-1	0	-3	-0.1

# (listing goes on)
No.	structure	Y pestis TopoI	FadD28 FP inh	PrPC TRFRET	PfHsp40 yeast	TcdB GH inh	BoNT F protease	Anthrax LF inh2	CCHF vOTU inh	BoNT-A LC inh2
61	O=C(Nc1ccc(Oc2ccccc2)cc1)c1cnc2n(c1=O)CCS2	1	-2.3	6	0.0	0.6	2	1	-4	-0.4
62	Cc1ccc(-c2nnc(N3CCC(C)CC3)c3ccccc23)cc1C	45	-1.4	11	8.7	2.7	0	3	16	0.9
63	OCCN(CCO)CC(O)COc1ccc2c(c1)OCO2 (stereo not drawn)	-5	-0.4	-1	-0.6	x	-6	1	4	0.1
64	O=C(c1c(F)cccc1F)N1CCCC(c2nc(-c3cccs3)no2)C1 (stereo not drawn)	15	-1.3	0	-1.6	0.8	-23	-20	-17	-2.8
65	O=C(O)C1CCC(N2C(=O)C3C4CCC(C4)C3C2=O)CC1 (stereo not drawn)	5	-1.5	1	-0.2	1.6	-4	0	-5	0.4
66	COc1ccc(NC(=O)CCc2c(C)nc3nc(C)nn3c2C)cc1	0	-1.7	-2	0.0	x	0	0	6	-1.1
67	CC(=O)Nc1ccc(S(=O)(=O)NCCc2cc3ccc(C)c(C)c3[nH]c2=O)cc1	3	-3.3	1	-1.3	0.4	-10	0	-7	0.9
68	O=C(Nc1ccc(F)c(Cl)c1)C1CCN(S(=O)(=O)c2cccnc2)CC1	-7	-2.5	10	-0.3	2.1	-10	8	-6	-0.7
69	O=S(=O)(Cc1noc(-c2ccccc2Cl)n1)c1ccccn1	3	1.4	6	0.9	-1.8	x	9	-1	u
70	CCc1cccc(NC(=O)c2cnn(-c3ccccc3)c2C)c1	6	-0.7	5	38*	4.5	2	7	-2	-3.1
71	C=CCn1c(=N)n(CC(O)COc2ccc(OC)cc2)c2ccccc21 (stereo not drawn)	2	-1.0	1	0.9	0.9	-10	-4	0	-0.5

# Screening data deposited in PubChem BioAssay by several laboratories.
